Sm TGR inh – inhibitors of Schistosoma mansoni thioredoxin glutathione reductase. Potency, µM (doses to about 114 µM), without a hit: at the top dose activity change, negative = inhibition, usual class: inhibitors. 3% of 360,000 active. purified TGR, DTNB reduction, TNB absorbance 405 nm. Q962Y6. AID 485364; note: nearly all actives have a fitted effect of over 60% in size
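Kinetic colorimetric format: TGR-catalysed, NADPH-driven DTNB reduction monitored via TNB absorbance. Enzyme dispensed at 20 nM; compound exposure 15 min at room temperature before reaction start.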
TbPYK inhibitor – T. brucei pyruvate kinase inhibition. Potency, µM (titrated, usually from 76.8 µM), for the others: at the top dose activity, negative = inhibition, usual class: inhibitors. TbPYK enzyme, Kinase-Glo Plus ATP luminescence, 45 min. Q57TT1. AID 624173. 0.12% of 410,000 active; note: nearly all actives have a fitted effect of over 50% in size
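Luminescent Kinase-Glo Plus end-point after 45 min room-temperature reaction of T. brucei pyruvate kinase started with 130 uM ADP (final). Buffer TEA 50 mM pH 7.2 with KCl, MgCl2, BSA, Tween-20; titration-based qHTS with fitted concentration-effect curves.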
Pf growth 48h – P. falciparum growth inhibition at 48 hours (one generation); P. falciparum luciferase growth in erythrocytes, 48 h; Potency, µM (doses to about 28.7 µM), inactives show top-dose activity change, negative = inhibition, usual class: inhibitors; 5.9% of 310,000 active; AID 504832
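In quantitative HTS format, infected erythrocytes bearing luciferase-reporter parasites were treated for a single generation at 37 C. Luminescence after adding detection reagent served as the growth measure.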
LmPK inh – LmPK (Leishmania mexicana) enzyme inhibition | AID 1721 | Potency, µM (series often up to 57.5 µM), without a hit: at the top dose activity change, negative = inhibition, most hits filed as inhibitors | purified LmPK, Kinase-Glo ATP luminescence, 1 h | Q27686 | 0.37% of 290,000 active
Target sequence (Q27686 whole entry, looked up): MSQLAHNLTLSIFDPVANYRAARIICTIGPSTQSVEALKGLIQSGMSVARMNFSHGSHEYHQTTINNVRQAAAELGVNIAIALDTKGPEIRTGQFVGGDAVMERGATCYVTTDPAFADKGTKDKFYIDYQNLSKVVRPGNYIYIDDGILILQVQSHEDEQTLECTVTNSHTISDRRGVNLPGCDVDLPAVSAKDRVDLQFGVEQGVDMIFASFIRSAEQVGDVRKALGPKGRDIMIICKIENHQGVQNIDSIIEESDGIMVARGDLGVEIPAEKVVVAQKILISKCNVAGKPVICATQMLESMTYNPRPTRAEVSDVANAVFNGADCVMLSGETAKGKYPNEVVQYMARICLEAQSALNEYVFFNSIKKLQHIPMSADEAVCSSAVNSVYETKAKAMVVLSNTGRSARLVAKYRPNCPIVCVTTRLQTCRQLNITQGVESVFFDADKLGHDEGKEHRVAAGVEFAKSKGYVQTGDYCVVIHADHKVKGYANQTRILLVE
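ATP generated from ADP (0.1 mM) and PEP (0.5 mM) by 0.1 nM LmPK over 1 h at room temperature (pH 7.2 imidazole buffer) was detected by coupled luciferase luminescence. Values were normalized to uninhibited and no-enzyme wells.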
Pf growth 96h – P. falciparum growth inhibition at 96 hours; P. falciparum luciferase reporter growth, 96 h; Potency, µM (titrated, usually from 28.7 µM), without a hit: top-dose activity change, negative = inhibition, actives largely listed as inhibitors; 6.9% of 320,000 active
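Delayed-death screen, second-generation endpoint: infected erythrocytes, 2% hematocrit, 0.05% parasitemia final; 96 hours at 37 C, 5% CO2; luciferase detection reagent; luminescence decrease equals reduced growth.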
HCV inh – inhibitors of hepatitis C virus infection. Huh7.5.1 HCVcc-Cre infection, luciferase reporter, 44 h. Potency, µM (doses to about 41.8 µM), for the others: at the highest dose activity change, negative = inhibition, hits mostly inhibitors. 3.4% of 340,000 active. AID 651820
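Whole-lifecycle infectious HCVcc-Cre system; cells 1,000/well, compound then virus (~0.5 moi) added 4 h after plating, 44 h culture. Luciferase read 15 sec following 15 min substrate incubation, room temp.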
* marks the source's active call; other numbers are inactive results; ? = inconclusive; / = no result given; & = joins results of further samples; [ ] = dose if it differs, or a comment. Calls come from the whole dose curve; as a rule, active = well fitted curve in the direction sought with a large enough effect; inconclusive = small, poorly fitted or top-dose-only effect, or another doubt; inactive = no such curve, though single readings can be large; an effect the other way counts as inactive or inconclusive. % is set by controls: 0 for no effect and ±100 for the full control effect; potency is the fitted concentration of half-maximal effect.

nr | mol | Sm TGR inh | TbPYK inhibitor | Pf growth 48h | LmPK inh | Pf growth 96h | HCV inh
1 | CC(OC(=O)C1CCN(c2ccc(C(F)(F)F)cn2)CC1)C(=O)Nc1ccc(S(N)(=O)=O)cc1 (stereo not given) | -18% | 0% | ? | -4% | 13µM* | /
2 | CCOc1ncccc1C(=O)OCC(=O)c1ccc(OC)c(OC)c1 | -13% | -7% | 12% | 1% | 5% | 1%
3 | CC(=O)Nc1ccc2c(c1)NC(=O)CC2 | 6% | -2% | -1% | 4% | -50%[5.75 µM] | -1%
4 | CC(=O)N1CCN(C(=O)c2ccc(Cl)c(S(=O)(=O)N3CCCCCC3)c2)CC1 | 0% | 8% | ? | / | -23% | 8%
5 | COCCNC(=O)CSc1nc2nn(-c3ccccc3)c(=O)c-2c2n1CCCCC2 | 6% | 1% | -19% | -6% | ? | 21%
6 | Cc1ccc(S(=O)(=O)N2CCN(C(=O)c3ccccc3OCc3c(C)noc3C)CC2)cc1C | -5% | 1% | ? | / | 0% | -3%
7 | COc1ccc(Cn2c(O)c(C=Nc3ccccc3)c3ccccc3c2=O)cc1 | -1% | -3% | ? | -2% | ? | -5%
8 | COc1cc2c(cc1OC)-c1nnc(C)n1C1(CCCC1)C2 | -3% | 6% | 5% | -4% | -22% | -1%
9 | COc1ccc(NC(=O)CC2Oc3ccccc3NC2=O)cc1 (stereo not given) | 3% | -5% | 22% | -7% | ? | -2%
10 | CC(=O)c1ccccc1OC(=O)c1ccco1 | 42%[activator] | 1% | -8% | -2% | -20% | 4%
11 | Cc1ccc(C(C)(C)C)cc1S(=O)(=O)Nc1ncnc2sccc12 | -8% | -8% | -6% | / | ? | 1%
12 | O=C(NCc1ccco1)C1CC(c2ccccc2C(F)(F)F)=NO1 (stereo not given) | 20µM* | 8% | 36%[activator] | 2% | 32%[activator] | -17%
13 | COc1ccc(OC)c(Nc2nc(NCCO)c3ccccc3n2)c1 | 0% | 3% | 2.1µM* | -3% | ? | ?
14 | CC(Oc1ccc(F)cc1)C(=O)Nc1cc(S(=O)(=O)N2CCOCC2)ccc1N1CCCC1 (stereo not given) | -28% | 5% | 3% | 3% | ? | 0%
15 | O=C(Cc1cccc2ccccc12)NNC(=O)c1ccc(Br)o1 | ? | -7% | ? | 5% | -9% | 12%
16 | Cc1ccc(NC(=O)NCC2CCN(Cc3cccc(Cl)c3)CC2)cc1Cl | -10%&-2% | 2%&2% | ? | 3% | ? | -24%
17 | COc1ccc(N2C(=O)CC(N3CCN(C(=O)c4ccco4)CC3)C2=O)cc1 (stereo not given) | ? | 0% | 6% | -5% | 3% | 6%
18 | O=C(NCCc1cccs1)c1ccc(CS(=O)Cc2ccc(Cl)cc2)o1 (stereo not given) | 45µM* | 5% | 2% | 0% | ? | -19%
19 | O=C(CSc1cccc[n+]1[O-])Nc1cc([N+](=O)[O-])ccc1Cl | 0% | 7% | 22% | 0% | 1% | 12%
20 | CCN(CCO)C(=O)c1ccc2oc(Cc3ccc(Cl)cc3)nc2c1 | -13% | 3% | 11% | -6% | ? | 11%
21 | O=[N+]([O-])c1cc([N+](=O)[O-])c2n[nH]c(-c3ccccc3)c2c1 | -1% | 1% | ? | 10% | 5% | -11%
22 | CCCCN(C(=O)C1CC(=O)N(Cc2ccc(C)cc2)C1)c1c(N)n(CCCC)c(=O)[nH]c1=O (stereo not given) | -2% | 8% | 9% | / | 2% | 34%[activator]
23 | COc1cc(/C=C2\CCCc3c2nc2ccccc2c3C(=O)O)cc([N+](=O)[O-])c1O | -23% | 3% | 14% | 11% | 26% | 32%[activator]
24 | Cc1ccc(Nc2nc(N)nc(CN3CCN(C)CC3)n2)cc1C | 7% | / | 0% | 0% | ? | /
25 | CC(=O)CSc1ccc(-c2nc3ccccc3[nH]2)cn1 | -7% | -9% | 75%[activator] | ? | 8.3µM* | ?
26 | Cc1cc(=O)n(CC(=O)NCCN2CCOCC2)c2c1c(C)nn2-c1ccccc1 | -2% | 2% | -20% | 6% | 38%[activator] | -14%
27 | COc1ccc(-n2cccc2/C=C/[N+](=O)[O-])cc1 | 25µM* | 1% | ? | 2% | 3.3µM* | ?
28 | CCCn1cc(CN2CCC(n3nccc3NC(=O)c3ccc4c(c3)OCO4)CC2)c(C)n1 | -2% | 26% | 3% | 6% | 9.3µM* | 1%
29 | CCOC(=O)Cc1csc(NC(=O)CCCN2C(=O)c3ccccc3C2=O)n1 | 4% | 0% | / | 12% | 37%[activator] | 10%
30 | Cc1ccc(/C=N/Nc2ccc(Cl)c(C(=O)O)c2)s1 | -5% | -11% | 302%[activator] | 2% | / | 10%

A few values from above:
For LmPK inh, no. 1 reads -4%
For Sm TGR inh, no. 19 reads 0%

A second format for part of the listing above:
Each structure is followed by: Sm TGR inh | TbPYK inhibitor | Pf growth 48h | LmPK inh | Pf growth 96h | HCV inh
1: CC(OC(=O)C1CCN(c2ccc(C(F)(F)F)cn2)CC1)C(=O)Nc1ccc(S(N)(=O)=O)cc1 (stereo not given)
→ -18% | 0% | ? | -4% | 13µM* | /
2: CCOc1ncccc1C(=O)OCC(=O)c1ccc(OC)c(OC)c1
→ -13% | -7% | 12% | 1% | 5% | 1%
3: CC(=O)Nc1ccc2c(c1)NC(=O)CC2
→ 6% | -2% | -1% | 4% | -50%[5.75 µM] | -1%
4: CC(=O)N1CCN(C(=O)c2ccc(Cl)c(S(=O)(=O)N3CCCCCC3)c2)CC1
→ 0% | 8% | ? | / | -23% | 8%
5: COCCNC(=O)CSc1nc2nn(-c3ccccc3)c(=O)c-2c2n1CCCCC2
→ 6% | 1% | -19% | -6% | ? | 21%
6: Cc1ccc(S(=O)(=O)N2CCN(C(=O)c3ccccc3OCc3c(C)noc3C)CC2)cc1C
→ -5% | 1% | ? | / | 0% | -3%
7: COc1ccc(Cn2c(O)c(C=Nc3ccccc3)c3ccccc3c2=O)cc1
→ -1% | -3% | ? | -2% | ? | -5%
8: COc1cc2c(cc1OC)-c1nnc(C)n1C1(CCCC1)C2
→ -3% | 6% | 5% | -4% | -22% | -1%
9: COc1ccc(NC(=O)CC2Oc3ccccc3NC2=O)cc1 (stereo not given)
→ 3% | -5% | 22% | -7% | ? | -2%
10: CC(=O)c1ccccc1OC(=O)c1ccco1
→ 42%[activator] | 1% | -8% | -2% | -20% | 4%
11: Cc1ccc(C(C)(C)C)cc1S(=O)(=O)Nc1ncnc2sccc12
→ -8% | -8% | -6% | / | ? | 1%

More results follow:
nr | mol | Sm TGR inh | TbPYK inhibitor | Pf growth 48h | LmPK inh | Pf growth 96h | HCV inh
31 | Cc1cc(NC(=O)c2cccc(S(=O)(=O)N3CCCCC3)c2)no1 | 0% | -12% | ? | -3% | 21% | /
32 | CC[C@@H](C)CN1C(=O)N[C@@H](c2ccccc2)C(C(C)=O)=C1C | / | -5% | / | -1%[11.5 µM] | / | 14%
33 | COC(=O)c1c[nH]n2c(=O)c(Cl)c(C)nc12 | -3% | -4% | 14% | -24% | -30% | 14%
34 | COc1cc(C(=O)C(=O)c2ccc(O)c(OC)c2)ccc1O | 1% | -3% | 21% | 0% | 75%[activator] | 5%
35 | CCN(CC(=O)Nc1ccccc1OC)C(=O)c1ccc2[nH]c3c(c2c1)CC(C)CC3 (stereo not given) | -1% | 1% | ? | / | ? | 10µM*
36 | CCOC(=O)N1CCN(C(=O)c2cc(-c3ccncc3)nc3ccccc23)CC1 | -2% | -5% | 11% | / | 17% | 14%
37 | Cc1nnc(-c2ccc(Oc3ccc(C)c(C)c3)c([N+](=O)[O-])c2)o1 | -1% | -1% | ? | 0% | 1% | ?
38 | CCc1ccccc1NC(=S)N1CCN(c2cccc(OC)c2)CC1 | -2% | 2% | 38%[activator] | 3% | -3% | -8%
39 | COc1cccc(CNCCc2cccc(F)c2)c1OC | ? | 2% | -17% | 2% | 4.1µM* | 7%
40 | CCC1=C(OC(=O)N(CC)CC)N2C(=O)OC(=NCCc3c[nH]c4ccccc34)[C@]2(Cc2ccccc2)[C@H]2C1=CC[C@H]1C(=O)N(C)C(=O)[C@H]12 | -23% | 0% | 10µM* | 4% | 12µM* | -29%
41 | Cc1ccc(CSc2nc3c(c(N(C)C)n2)CCCC3)cc1 | -4% | 2% | 13µM* | 2% | ? | ?
42 | COc1ccc(-n2nnnc2SCC(=O)Nc2nc3c(s2)CCCC3)cc1 | 5% | 12% | 1% | 5% | 93%[activator] | ?
43 | O=C(NC12CC3CC(CC(C3)C1)C2)c1ccc(=O)oc1 | -10% | 3% | 12% | -4% | -17% | 5%
44 | COc1ccc2oc(C(=O)N(C)CCOc3ccccc3)c(C)c2c1 | -19% | -7% | 52%[activator] | -11% | 42%[activator] | -5%
45 | Cc1cc(NC(=O)CSc2nc3c([nH]c4ccccc43)c(=O)n2-c2ccccc2F)no1 | -1%&-13% | 0%&-1% | 13µM* | 4% | 13µM* | ?
46 | O=c1[nH]cnc2nc(-c3ccccc3)c(-c3ccccc3)nc12 | -21% | 4% | -10% | 3% | 18% | 3%
47 | O=C(NCc1ccccc1Cl)c1cc2ccccc2oc1=O | 4% | -16% | 80%[activator] | 7% | -15% | 2%
48 | O=C(Cn1nc(-c2ccc(Cl)cc2)ccc1=O)NCC1CCCO1 (stereo not given) | 7% | -3% | / | 1% | 55%[activator] | -4%
49 | CN(C)CCCNC(=S)N1CCN(c2nc(-c3ccccc3)cs2)CC1 | 10% | 8% | ? | 0% | 0% | ?
50 | COc1ccc(CC(=O)N/N=C(\C)CC(=O)Nc2ccc3c(c2)OCCO3)cc1OC | -20% | 1% | 52%[activator] | 6% | ? | -2%
51 | CC1(C)Cc2cccc(OCC(=O)OCC(=O)Nc3ccc(C(N)=O)cc3)c2O1 | -4% | 0% | -1% | / | 7% | -14%
52 | Cc1cccc(N2CCN(C(=O)CNC(=O)c3ccccc3)CC2)c1C | -1% | 5% | -25% | 0% | -25% | ?
53 | COC(=O)c1cc(NC(=O)Cc2ccccc2[N+](=O)[O-])cc(C(=O)OC)c1 | -7% | 1% | ? | 2% | 0% | ?
54 | COc1ccc(N2CCN(C(=O)c3ccc(CNS(=O)(=O)c4cccc(OC)c4)cc3)CC2)cc1 | -15% | -3% | -12% | -10% | 2% | 3.5µM*
55 | CCOc1ccc(N(Cc2cc3cc(C)ccc3[nH]c2=O)S(=O)(=O)c2ccccc2)cc1 | 3% | -2% | 0% | 1% | 18% | 9%
56 | COc1ccc(C2CCCN2C(=S)Nc2ccccc2C)cc1OC (stereo not given) | -3% | -9% | 9.3µM* | -3% | ? | -8%
57 | CCn1cc(C(=O)NCc2ccco2)c(=O)c2cc(S(=O)(=O)N3CC(C)CC(C)C3)ccc21 (stereo not given) | ? | 9% | ? | -3% | -6% | ?
58 | CC(=O)c1c(C)cc(C)c(CSc2nnc(-c3ccco3)o2)c1C | 3% | -2% | ? | -7% | / | ?
59 | O=C1c2ccccc2-c2nc3ccccc3nc21 | -2% | -1% | ? | ? | / | 14%
60 | Cc1ccccc1OCCC(=O)OCC(=O)Nc1c(C)nn(-c2ccccc2)c1C | -10% | 2% | 4% | / | 60%[activator] | ?

Compounds were not picked by outcome, and some 16% of all compounds hit somewhere here.
